SW480 rerep: DNA re-replication induction in SW480 cells. SW480 DNA re-replication, Hoechst DNA content imaging, 48 h. actives 1.8% (n = 340,000). AID 624297. Potency, µM (top dose mostly 46.1 µM), for the others: top-dose re-replication activation, most hits filed as activators; also: potency is read from the fitted curve at half-maximal effect; % of control where 0% means no effect; nearly all actives have a fitted effect of over 55% in size
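Image-based DNA-content assay: after two days of treatment, nuclei were labelled with the DNA dye Hoechst and imaged, and hits were compounds raising the count of nuclei showing high fluorescence intensity.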
GLP1R cytotox: cytotoxicity in counter-screen for GLP-1R inverse agonists; actives 0.13% (n = 410,000); HEK293 cAMP-luciferase reporter cells, luminescence, 24 h; Potency, µM (titrated, usually from 38.3 µM), without a hit: at the top dose activity change, negative = inhibition, hits mostly inhibitors;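 also: loss of luciferase light is scored as toxicity; potency is read from the fitted curve at half-maximal effect; % is scaled to controls: 0 for no effect and ±100 for the full control effect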
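Quantitative HTS format, 1536 wells, 200 cells/uL seeded. Compounds: 23 nL, 24 h, 37 °C. Detection: luciferase reagent, luminescence at 12 min RT; decreased signal taken as cytotoxic.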
KB-V1 MDR tox: KB-V1 MDR subline cytotoxicity. AID 1347076. Potency, µM (doses to about 46.1 µM), inactives show at the top dose activity change, negative = cytotoxicity, hits mostly cytotoxic. actives 3.4% (n = 400,000). KB-V1 MDR cells viability, CellTiter-Glo, 72 h; also: potency is read from the fitted curve at half-maximal effect; % is scaled to controls: 0 for no effect and ±100 for the full control effect; nearly all actives have a fitted effect of over 60% in size
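Cytotoxicity toward P-gp-expressing KB-V1 cells was determined as loss of CellTiter-Glo luminescence after 72 h at 37 degrees C. Compounds were tested in quantitative HTS format across a concentration range, with curves fitted to normalized data.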
IL1B secr inh: inflammasome signaling inhibition, IL-1 beta readout. THP-1 LPS/ATP IL-1B secretion, AlphaLISA, 16 h; stronger effect = lower value. activity change, % at 57.5 µM. actives 4.7% (n = 360,000). AID 743279; in the data active = activity change below about -50%; inconclusive = mostly about -30% to -49%; also: % is scaled to controls: 0 for no effect and ±100 for the full control effect
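THP-1 cells pretreated 1 hr with compounds (up to 57.5 uM final), then stimulated with LPS (250 ng/mL final) plus ATP (1.25 mM final); secreted IL-1B measured by AlphaLISA after 16 hr, decreased signal indicating inhibition.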
DRD3 agonist: activates the human D3 dopamine receptor; D3R DiscoveRx beta-arrestin cells, luminescence, 90 min; AID 652048; max activation, %; P35462; actives 0.58% (n = 410,000); in the data active = max activation above about 30%; also: 0% is about no effect; mostly tested at two doses, the higher about 12 µM
Target sequence (P35462 whole entry, looked up): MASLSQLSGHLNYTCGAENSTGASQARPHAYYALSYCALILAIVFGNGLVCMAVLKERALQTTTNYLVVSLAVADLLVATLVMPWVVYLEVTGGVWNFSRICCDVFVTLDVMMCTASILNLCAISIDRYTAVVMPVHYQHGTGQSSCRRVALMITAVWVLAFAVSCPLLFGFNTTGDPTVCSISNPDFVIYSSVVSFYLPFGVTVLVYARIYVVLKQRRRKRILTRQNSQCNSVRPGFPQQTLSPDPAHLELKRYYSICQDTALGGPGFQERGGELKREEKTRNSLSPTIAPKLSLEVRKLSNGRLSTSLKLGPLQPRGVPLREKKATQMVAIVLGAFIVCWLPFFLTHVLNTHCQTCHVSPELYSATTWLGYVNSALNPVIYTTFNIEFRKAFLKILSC
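Agonist mode: compounds and dopamine controls were applied to plated cells for 90 min at 37 degrees C after an overnight attachment at 1500 cells/well. Luminescent read-out followed 30 - 60 minutes at room temperature with DiscoveRx detection reagent.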
KB-3-1 tox: kills parental KB-3-1 adenocarcinoma cells; KB-3-1 viability, CellTiter-Glo ATP luminescence, 72 h; AID 1347075; Potency, µM (top dose mostly 46.1 µM), without a hit: at the highest dose activity change, negative = cytotoxic, most hits filed as cytotoxic; actives 1.4% (n = 400,000); also: potency is read from the fitted curve at half-maximal effect; % is scaled to controls: 0 for no effect and ±100 for the full control effect; nearly all actives have a fitted effect of over 60% in size
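Multi-concentration cytotoxicity screen in KB-3-1 cells grown in DMEM lacking phenol red with 10% FBS. After 72 h at 37 °C with compound, ATP-dependent luminescence was recorded.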
HT1080 IDH1KD tx: HT-1080 IDH1 knockdown cell toxicity (counter line) | HT-1080 IDH1 knockdown viability, ATP luminescence, 48 h | Potency, µM (doses to about 46.1 µM), for inactives: at the top dose activity, negative = toxicity, most hits filed as cytotoxic | actives 2% (n = 360,000) | AID 686971;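 also: potency is read from the fitted curve at half-maximal effect; 0% = DMSO wells and -100% = cell-free medium wells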
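% activity derives from luminescence (CellTiter-Glo), normalised to DMSO and no-cell wells. HT-1080-IDH1KD cells, 750/well, had 48 h compound exposure at 37 °C.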
HT1080-NT tox: kills 2HG-producing HT-1080-NT fibrosarcoma cells; HT-1080-NT fibrosarcoma viability, CellTiter-Glo ATP luminescence, 48 h; Potency, µM (titrated, usually from 46.1 µM), for the others: at the top dose activity, negative = less viability, most hits filed as cytotoxic; actives 1.6% (n = 360,000); AID 686970;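 also: NT is the 2HG producing partner of a matched IDH1 knockdown line; potency is read from the fitted curve at half-maximal effect; 0% = DMSO-treated cells and -100% = media-only wells without cells; nearly all actives have a fitted effect of over 55% in size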
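A 48-hour cytotoxicity screen used HT-1080-NT cells plated 2 hours before compound delivery. ATP-based CellTiter-Glo luminescence measured viability, normalized to DMSO and no-cell controls.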
MCF10A rerep: DNA re-replication induction in MCF 10a cells. MCF 10A DNA re-replication, Hoechst nuclear intensity, 48 h. Potency, µM (top dose mostly 46.1 µM), for the others: at the top dose activity, positive = re-replication, hits mostly activators. actives 2.9% (n = 350,000); also: potency is read from the fitted curve at half-maximal effect; % of control where 0% means no effect; nearly all actives have a fitted effect of over 50% in size
Starred values were filed as active, the others as inactive; ? = inconclusive; · = not tested or not shown; & = joins results of further samples; [ ] = remark or other dose. Unless noted, calls follow the shape of the dose curve; as a rule, active = well fitted curve in the direction sought with a large enough effect; inconclusive = small, poorly fitted or top-dose-only effect, or another doubt; inactive = no such curve, though single readings can be large; an effect the other way counts as inactive or inconclusive. An excerpt (hit frequency here may not be typical).

SMILES | SW480 rerep | GLP1R cytotox | KB-V1 MDR tox | IL1B secr inh | DRD3 agonist | KB-3-1 tox | HT1080 IDH1KD tx | HT1080-NT tox | MCF10A rerep
O=c1c2ccccc2nc(-c2ccccc2)n1-c1nccs1 | -2% | 3% | 8% | 14 | 7 | 4% | 10% | 15% | ?
COC(=O)C1=C(c2ccc3ccccc3c2)C[C@@H]2CC[C@H]1N2C(=O)N1CCCCC1 | ? | -3% | ? | 17 | 5 | 0% | -10% | 0% | ?
c1cncc(C2CCCCN2Cc2ccc3c(c2)OCO3)c1 (centres undefined) | 0% | -2% | ? | 28 | 1 | -4% | 2% | -2% | 10%
Fc1cccc(C2NCc3ccccc3-n3cccc32)c1 (centres undefined) | -9% | 3% | -7% | -12 | -23 | 0% | -24% | -10% | -1%
COc1ccc(C(=O)/C=C/c2cccs2)c(OC(=O)N2CCOCC2)c1 | ? | ? | ? | -23 | -3 | -24% | -13% | -15% | 1%
COC(=O)C1=C(c2ccc(F)cc2F)C[C@@H]2CC[C@H]1N2C(=O)NCc1ccc(F)cc1 | -4% | 16% | -10% | -6 | -19 | 0% | 0% | -1% | -4%
O=C(CSc1nc(-c2ccc(Cl)cc2)[nH]c(=O)n1)Nc1cccc(Cl)c1 | -55%[inhibitor] | 7% | -13% | -17 | -1 | -2% | -20% | -8% | ?
COc1cc(C(CN)CC(=O)O)ccc1O (centres undefined) | 5% | 1% | 1% | 12 | -14 | 8% | 12% | 5% | -1%
O=C1NC(=O)N(c2ccccc2)C(=O)/C1=C/c1ccc(Sc2ccccc2)o1 | ? | ? | 0% | -101* | 5 | 7% | ? | ? | ?
N#CC1(c2ccccc2)CCN(C2CC(=O)N(c3ccc4c(c3)OCO4)C2=O)CC1 (centres undefined) | -16% | 0% | 25% | 31 | 1 | -3% | 4% | 7% | 5%
COc1ccc(-c2[nH]ncc2N=Nc2cc(C)cc(C)c2)cc1 | ? | ? | ? | -92* | 3 | ? | 21µM* | 18µM* | ?
COC(=O)C1=C(c2ccc(S(C)(=O)=O)cc2)C[C@@H]2CC[C@H]1N2C(=O)NCCCOC(C)C | 0% | -1% | -32% | -8 | -7 | 8% | -4% | 0% | 1%
CC(Cc1ccccc1)NCCC(=O)NC(C)Cc1ccccc1 (centres undefined) | 10% | 3% | 26% | -14 | -16 | -3% | -1% | 4% | 0%
COc1ccc(C(=O)Nc2cccc(S(=O)(=O)NCc3ccco3)c2)cc1 | 7% | 2% | · | -11 | -7 | · | 0% | 17% | ?
CCOC(=O)c1ccccc1OC(=O)NNc1ccccc1 | -7% | -10% | 0% | 0 | -1 | 12µM* | 12µM* | 5.8µM* | 4%
O=c1[nH]c(=O)n(Cc2ccccc2)c(O)c1/C=C1\C=Nc2ccccc21 | -33% | 3% | 4% | 33 | 1 | 1% | -1% | -3% | ?
CC1CCC(C(C)C)C(OC(=O)Cn2c(-c3ccccc3)[n+](C)c3ccccc32)C1 (centres undefined) | 15µM* | 8.9µM* | -7%&-11% | -103* | -21&-51 | 15µM* | 9.2µM* | ? | 18µM*
Cn1c(O)c(C=Nc2cccc(C(F)(F)F)c2)c(=O)n(C)c1=O | -1% | -1% | ? | -9 | -22 | 0% | 21% | 19% | -2%
Cc1c(NP(=O)(C(C)(C)C)C(C)(C)C)c(=O)n(-c2ccccc2)n1C | 2% | -14% | -4% | -2 | 2 | 8% | 14% | 5% | -18%
CCc1nc2ccccc2c(=O)n1-c1ccc2ccccc2c1 | 5% | -22% | 0% | 12 | 1 | ? | -19% | -6% | ?
N[C@@H](CCl)C(=O)O | 10% | -1% | -1% | 14 | 3 | 0% | 3% | 3% | -12%
CCOc1ccccc1OCC(=O)Nc1ccc(Cl)cc1C(=O)c1ccccc1 | 10% | 9% | ? | 4 | 4 | -10% | -11% | -4% | ?
O=[N+]([O-])/C=C1\NCCN1Cc1ccc(Cl)nc1 | -81%[inhibitor] | -1%&-9% | ? | 8&-26 | 2&-3 | -3%&6% | 13%&6% | 2%&-6% | -3%&9%
Cc1nc2ccccc2c(=O)n1-c1ccc(F)cc1F | 1% | -8% | -1% | 27 | -9 | 13% | 5% | 7% | -6%
c1ccc2c(CN3CCCCCCC3)c[nH]c2c1 | ? | -16% | 15µM* | 15 | -5 | 21µM* | ? | -1% | 11%
O=C(CN1CCCCC1)NCC(=O)Nc1ccc(Br)cc1C(=O)c1ccccc1 | -9% | 0% | 0% | 23 | -2 | 0% | -29% | -28% | 11%
COc1cc(/C=C2/CC/C(=C/c3ccc(O)c(OC)c3)C2=O)ccc1O | 3% | ? | ? | -17 | 9 | ? | 21µM* | 18µM* | ?
C[C@]12CC[C@H](O)CC1=CC(=O)C1C2CC[C@]2(C)C(=O)[C@H](O)CC12 (some centres undefined) | -8% | 3% | 15% | -14 | -4 | -1% | 11% | 9% | -4%
C[C@]12CC[C@H](OS(=O)(=O)O)CC1=CC[C@@H]1[C@@H]2CC[C@]2(C)C(=O)CC[C@@H]12 | ? | 1%&13%&3% | 4%&4%&7% | 4&-12&-3 | -15&4&17&-7 | 0%&0%&0% | 7%&-2%&11% | 5%&17%&31% | 1%&5%&-5%
CCC(C)N=Cc1c(O)n(-c2ccccc2)c(=O)[nH]c1=O (centres undefined) | -3% | -10% | 6% | -7 | -4 | -1% | 19% | 12% | -6%
OC(c1ccc(F)cc1)C(c1ccccc1)N1CCOCC1 (centres undefined) | -1% | -8% | 0% | 10 | -4 | 14% | 6% | 1% | ?
Cc1cccc(C)c1-n1nnnc1C(c1ccccc1)N1CCC2(CC1)C(=O)NCN2c1ccccc1 (centres undefined) | · | -13% | 0% | ? | -15 | ? | ? | ? | ·
CCn1c(O)c(C=NCc2cccs2)c(=O)n(CC)c1=S | -1% | -14% | -12% | 15 | -4 | -2% | 6% | 0% | ?
O=C1NC(=O)N(Cc2ccc(F)cc2)C(=O)/C1=C/c1cccs1 | ? | -6%[0.307 µM] | -3% | -101* | 1 | -9% | ? | ? | ?
O=C1NC(=O)C(=Cc2ccco2)C(=O)N1 | 2% | -7% | -4% | -14 | -10 | -8% | -6% | -16% | -3%
CCOC(=O)C(O)(c1cn(C)c2ccccc12)C(F)(F)F (centres undefined) | ? | -1% | ? | 17 | -7 | -22% | -20% | -17% | 23%
O=CC(Br)P(=O)(N1CCOCC1)N1CCOCC1 (centres undefined) | 5% | 0% | 24% | -1 | -14 | -20% | 3% | -2% | -2%
Nc1ccccc1Nc1ccc([N+](=O)[O-])cc1[N+](=O)[O-] | -691%[inhibitor] | -23% | 1% | -8 | 4 | 0% | 1% | -1% | 1%
Cc1nc2ccc(Br)cc2c(=O)n1-c1ccc([N+](=O)[O-])c(C(F)(F)F)c1 | -21% | -17% | 6% | -22 | -5 | 3% | -3% | 3% | 25%
Cc1c(CCCN)c2ccccc2n1Cc1ccccc1 | ? | ? | ? | -71* | -4 | -17% | 21µM* | ? | ?
Cc1cccc(OP(N)(N)=O)c1C | 0% | -8% | 2% | 16 | -1 | -4% | 19% | -9% | 2%
CC1([N+](=O)[O-])COP(=O)(Nc2ccccc2F)OC1 (centres undefined) | -2% | 2% | -7% | 5 | -5 | -1% | 11% | 17% | -2%
COc1cc(C(=O)OC2C[C@H]3CC[C@@H](C2)N3C)ccc1O (some centres undefined) | 14% | -3% | 21% | 18 | 3 | 13% | 1% | 2% | ?
CCOC(=O)C1(c2ccccc2)CCN(CCC(=O)Nc2ccc(C(=O)OC)cc2)CC1 | 4% | -11% | 18% | -27 | -19 | 0% | -4% | -4% | ?
CCOC(=O)c1cc2c(cn1)[C@H](CCO)NC2 | -5% | -3% | 0% | 29 | 5 | 0% | 19% | 13% | -21%
COc1ccc(C=O)cc1O | -7% | -7% | -5% | 34 | 5 | 25% | 17% | 28% | 10%
CCCCCCC[n+]1ccc(-c2cc[n+](CCCCCCC)cc2)cc1 | ? | -10% | -12%&-3% | -5 | -14 | ? | ? | ? | 19%

Compound activity: PubChem, National Center for Advancing Translational Sciences (NCATS)
